GBA activity up = GBA activity enhancers in patient fibroblasts, primary screen, cell-based; L444P Gaucher fibroblasts, 4-MU-glucoside fluorescence, 3 days; activation, % at 10 µM; 0.44% of 30,000 active; AID 784, 2007; in the data active = activation above about 65%;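 note: 0% = vehicle wells and 100% = positive control wells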
Target sequence (P04062 whole entry L483P): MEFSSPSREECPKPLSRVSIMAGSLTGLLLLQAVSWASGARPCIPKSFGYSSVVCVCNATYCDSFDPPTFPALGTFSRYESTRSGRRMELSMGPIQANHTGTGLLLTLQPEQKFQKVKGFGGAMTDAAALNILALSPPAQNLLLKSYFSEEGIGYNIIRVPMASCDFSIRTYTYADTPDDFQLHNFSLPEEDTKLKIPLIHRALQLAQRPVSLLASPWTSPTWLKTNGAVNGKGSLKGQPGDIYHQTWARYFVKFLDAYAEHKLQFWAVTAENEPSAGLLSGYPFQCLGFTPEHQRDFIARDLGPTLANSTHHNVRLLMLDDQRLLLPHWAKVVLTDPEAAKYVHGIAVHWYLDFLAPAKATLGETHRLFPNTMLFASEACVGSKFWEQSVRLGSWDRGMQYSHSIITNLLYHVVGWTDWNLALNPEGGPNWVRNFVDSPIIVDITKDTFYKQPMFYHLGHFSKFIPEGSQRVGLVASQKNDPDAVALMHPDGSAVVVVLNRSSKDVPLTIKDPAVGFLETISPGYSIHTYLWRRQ
An asterisk follows results filed as active.

molecule,GBA activity up
O=C(NCc1ccc2c(c1)OCO2)c1ccc(NC(=O)C2CCCO2)cc1 (stereo unspecified),-2.7
COCCN1C(=O)C(=O)/C(=C(/O)c2cccc(OC)c2)C1c1ccc(C)o1 (stereo unspecified),-46.0
CCC(C)(C)NC(=O)C(c1ccco1)N(C(=O)c1csnn1)c1cccc(F)c1 (stereo unspecified),-29.5
N#Cc1nc(-c2ccc(OCc3ccccc3)cc2)oc1NCCCN1CCOCC1,-79.7
Cc1ccc(S(=O)(=O)N2CCCC2C(=O)n2nc(C)cc2C)cc1 (stereo unspecified),2.8
Cc1nnc(NC2(C(F)(F)F)C(=O)Nc3c2c(=O)n(C)c(=O)n3C)s1 (stereo unspecified),-6.7
O=C(Nc1ccc2c(c1)OCO2)C1CCCN(c2nc3ccccc3s2)C1 (stereo unspecified),-9.2
Cc1cc(C)n2nc(SCn3nnc4ccccc4c3=O)nc2n1,-4.6
Cc1ccc(S(=O)(=O)N(C)CC(=O)Nc2cccc(C)n2)cc1,2.2
CCCCNc1cc(C)oc(=O)c1C(C)=O,-1.6
O=C(Nc1cc(C(F)(F)F)ccc1N1CCOCC1)c1ccc(Br)o1,13.0
Cc1c(NS(=O)(=O)c2ccc3c(c2)CCN3C(=O)C2CC2)c(=O)n(-c2ccccc2)n1C,-20.1
Cn1c(CN2CCCC2)nc2cc(NC(=O)c3ccco3)ccc21,18.5
CCOC(=O)c1[nH]c2ccccc2c1NC(=O)CC(C)C,-0.5
O=C1NC(Cc2c[nH]c3ccccc23)C(=O)N1CCOc1ccccc1 (stereo unspecified),-22.5
COc1ccc(C)cc1S(=O)(=O)Nc1cccnc1,-10.5
COCCCNC(CC(=O)Nc1ccc(OC)cc1OC)C(=O)O (stereo unspecified),-16.4
COC(=O)c1ccc(C(=O)OC)c(NS(C)(=O)=O)c1,-1.6
O=c1cc(N2CCN(c3ccccc3)CC2)[nH]c(=O)n1C1CCCCC1,-40.0
O=C(c1ccc2c(c1)OCCO2)C1CCN(S(=O)(=O)c2ccc(F)cc2)CC1,-18.1
C=C(C)c1cccc(C(C)(C)NC(=O)N2CCOCC2)c1,-3.8
O=C(O)c1cc(-c2ccccc2Cl)n[nH]1,-38.1
Cc1ccc(CNC(=O)C2CCCCC2C(=O)O)cc1 (stereo unspecified),13.4
Cc1cc(C)c(C#N)c(SCC(=O)N2CCCCC2)n1,-41.9
COCCCN1C(=O)C(=O)/C(=C(/O)c2ccc(OC)cc2)C1c1cccc(OC)c1 (stereo unspecified),-7.3
Clc1ccccc1OCCn1ccnc1,13.0
Cc1cccn2c(=O)c3cc(C(=O)N4c5ccccc5CC4C)n(C)c3nc12 (stereo unspecified),-13.6
COc1cccc(C(C(=O)NC(C)(C)C)N(C(=O)CCC(=O)Nc2cc(C)on2)C2CC2)c1OC (stereo unspecified),-7.5
NC(N)=NC(N)=NCCc1ccccc1,-18.0
CCc1ccc2oc(-c3cc(N=Cc4cccc(OC)c4O)ccc3O)nc2c1,-18.2
O=S1(=O)N=C(Nc2ccc(S(=O)(=O)N3CCCCC3)cc2)c2ccccc21,-2.7
COc1cc2c(cc1OC)C(c1cccnc1)CC(=O)N2 (stereo unspecified),-0.7
Cc1nc(S(=O)(=O)N(C)c2ccccc2)c(C#N)c(C)c1Cl,-44.2
O=C(NCCCN1CCN(Cc2ccccc2Cl)CC1)Nc1ccccc1,-5.0
O=C(CCc1nc2ccccc2s1)OCC(=O)N1CCN(C(=O)c2ccco2)CC1,-2.8
COC(=O)C1=C(C)n2nnnc2NC1c1ccc(Cl)cc1 (stereo unspecified),-23.7

An excerpt of these results, as labelled records:
structure: Clc1ccccc1OCCn1ccnc1
  GBA activity up = 13.0
structure: Cc1cccn2c(=O)c3cc(C(=O)N4c5ccccc5CC4C)n(C)c3nc12 (stereo unspecified)
  GBA activity up = -13.6

The results go on:
molecule,GBA activity up
CC(C)CNC(=O)C1CCN(c2ccc(S(=O)(=O)N3CCOCC3)cc2Cl)CC1,-4.5
Cc1ccc(NCc2nnc(SCC(=O)Nc3ncc(C)s3)n2Cc2ccco2)c(C)c1,-51.9
Nc1nc(N2CCN(C/C=C/c3ccccc3)CC2)nc2ccccc12,-51.5
Cc1ccc(NC2=NC(C(=O)Nc3ccc(C)c(C)c3)CC(=O)N2)cc1 (stereo unspecified),-27.9
Cn1c(NCc2ccccc2)cc(=O)n(C)c1=O,-0.3
COCCN(C(=O)Cn1nnc2ccccc21)C(C(=O)NC1CCCC1)c1cc(OC)ccc1OC (stereo unspecified),12.5
O=c1[nH]n(-c2ccccn2)c(=O)c2ccccc12,1.7
O=C(O)CCCC(=O)Nc1ccc(N2CCCC2)cc1,-45.1
O=C(Nc1cccnc1)c1noc2c1CCCC2,-17.0
CN(C)c1ccc(CNCCC2(O)CCOC(C)(C)C2)cc1 (stereo unspecified),-21.8
Cc1ccc(S(=O)(=O)N2CCC(C(=O)NCCCN3CCCCCC3)CC2)cc1,-23.6
COc1ccccc1CC(=O)NCC1CCCO1 (stereo unspecified),9.6
Cc1cccc(C(=O)Nc2ccccc2C(=O)OCc2c(C)noc2C)c1,5.3
COc1cc(OC)cc(C(=O)Nc2ncc3c(n2)CC(C)(C)CC3=O)c1,15.6
COC(=O)COc1cc(C)cc2oc(=O)c(CC(=O)OC)c(C)c12,-1.9
COc1ccc(C(=O)Nc2ccccc2C(N)=O)cc1,-9.0
COc1ccc(CNC(=O)c2c(O)c3cccc4c3n(c2=O)CCC4)cc1,-19.7
O=C(CSc1ncn[nH]1)OCN1C(=O)c2ccccc2C1=O,-19.5
O=C(C1CCN(S(=O)(=O)Cc2ccccc2)CC1)N1CCCc2ccccc21,-17.5
COCCCNC(=O)CS(=O)(=O)Cc1nc(-c2cccc(OC)c2)oc1C,-9.4
COc1cc(OC)c(S(=O)(=O)N2CCCCC2)cc1S(=O)(=O)N1CCCCC1,-23.2
COc1ccc(NC(=O)N2c3ccccc3CC2C)cc1OC (stereo unspecified),1.1
CN1C(=O)C(C(=O)NC(C)(C)C)C2c3ccccc3OC13CCCCC23 (stereo unspecified),24.9
CCCCn1nnc(NC(=O)c2ccc(-c3ccccc3)cc2)n1,3.4
Cc1ccccc1NC(=O)c1ccccc1NC(=O)c1ccco1,-0.2
CCOC(=O)Nc1sc(=S)n(C)c1C,16.3
CCC1CCCCN1C(=O)CSc1nnc(CNC(=O)c2cc(OC)c(OC)c(OC)c2)o1 (stereo unspecified),-44.0
CC(NC(=O)c1cncc(Br)c1)c1ccc(S(N)(=O)=O)cc1 (stereo unspecified),-3.8
COC(=O)c1sc(NC(=O)CSc2nnc(C(C)C)n2C)nc1C,-6.1
CCOC(=O)N1CCN(S(=O)(=O)c2ccc3c(c2)CCN3C(=O)C2CC2)CC1,-27.0
Cc1cccc(NC(=O)c2sc3nc(-c4ccc(F)cc4)cn3c2C)n1,-62.2
CCCCCn1c(=S)[nH]c2ncccc2c1=O,-10.8
Clc1ccc(-n2nnnc2SCc2c(-c3ccccc3)nc3sccn23)cc1,-10.7
Cn1c(CC2C(=O)Nc3ccc(Br)cc32)nc2ccccc2c1=O (stereo unspecified),3.1
CS(=O)(=O)Nc1cccc(C(=O)CC2(O)C(=O)Nc3ccccc32)c1 (stereo unspecified),44.5
COc1cccc(C2=NO[C@@H]3C(=O)N(c4ccc5c(c4)OCCO5)C(=O)[C@H]23)c1OC,0.1
Cc1ccc(Cn2ncc3c(NCCCN4CCOCC4)ncnc32)cc1,-6.7
c1coc(CN=C2NC(=NCc3ccco3)c3ccccc32)c1,-21.6
CC1CCCC(C)N1C(=O)C1CC(c2ccc(F)cc2)=NO1 (stereo unspecified),-3.9
Oc1ccc(-c2cccc(-c3ccc(O)cc3)n2)cc1,11.4
CCCCOc1ccccc1-c1cc(C(=O)O)[nH]n1,-2.7
Cn1c(SCc2ccc(Br)cc2)nnc1-c1ccncc1,12.2
CCOc1cc(C(=O)N2CCOCC2)ccc1OCc1ccccc1,-3.1
COCCN1C(=O)c2ccc(C(=O)O)cc2C1=O,18.9
O=C(CCN1CCN(c2ccc(F)cc2)CC1)Nc1ccc(F)cc1,-23.9
COc1cccc(NC=C2C(=O)OC3(CCCCC3)OC2=O)c1,-9.7
N#Cc1nc(-c2ccco2)oc1N1CCN(C(c2ccccc2)c2ccccc2)CC1,11.4
CC1CCN(C(=O)CCCOc2cc(=O)n(C)c3ccccc23)CC1,-17.2
CCOc1ccc(CSC2=NCCN2)cc1Cl,-21.7
CC(C)OC(=O)CSc1nnc(Cc2ccccc2)n1C,-49.1
Nc1c(S(=O)(=O)c2cccs2)c2nc3ccccc3nc2n1CC1CCCO1 (stereo unspecified),0.8
Cc1ccc(CCNC(=O)C2CCCN(S(=O)(=O)c3cccc4nsnc34)C2)cc1 (stereo unspecified),-15.2
CC(=O)c1cccc(NC(=O)Nc2cccnc2)c1,-13.8
CCC(=O)N1CCN(c2nc(C)nc3sc(C)c(C)c23)CC1,39.2
CCOC(=O)CCCNC(=O)COC(=O)c1cc(C)cc(C)c1,-20.5
Cc1ccsc1/C=c1\sc2ncnn2c1=O,-13.2
COCCCn1c(=N)c(C(N)=S)cc2c(=O)n3cccc(C)c3nc21,-4.6
Cc1ccc(N2CC(C(=O)NCc3cccs3)CC2=O)cc1 (stereo unspecified),-3.0
O=C(CN1C(=O)c2ccccc2S1(=O)=O)NCCSC1CCCCC1,811.6*
CC(=O)N1CCc2cc(S(=O)(=O)CCC(=O)NCc3cccs3)ccc21,-16.4

Rewritten with each value named: entries from further up.
> O=C(CN1C(=O)c2ccccc2S1(=O)=O)NCCSC1CCCCC1
  GBA activity up: 811.6*
> Nc1c(S(=O)(=O)c2cccs2)c2nc3ccccc3nc2n1CC1CCCO1 (stereo unspecified)
  GBA activity up: 0.8

More records
molecule,GBA activity up
O=C(NCc1ccco1)c1noc2c1CCCC2,-17.8
N[C@@H](Cc1ccc(O)c(I)c1)C(=O)O,-15.1
Cc1cc(=O)oc2cc(OCC(=O)NCCCN3CCOCC3)ccc12,-8.2
COc1cc(C(=O)Oc2ccccc2)ccc1OCc1c(C)noc1C,-21.8
CCOc1ccc2c(c1)c1nnc(SCC(=O)N3CCC(C)CC3)nc1n2C,1.2
Cc1csc(SCCN2C(=O)c3ccccc3C2=O)n1,-36.5
CCCCOc1ccccc1C1NC(=O)NC(C)=C1C(=O)OCCOC (stereo unspecified),-17.7
Cc1nc(COC(=O)c2ccc(CO)cc2)cs1,-18.0
COc1ccc(NS(=O)(=O)c2ccc(OCC(=O)N3CCCC3)cc2)cc1,19.6
Cc1ccccc1NC1C=CS(=O)(=O)C1 (stereo unspecified),-3.4
Cc1ccc(S(=O)(=O)c2cc3c(=O)n4cccc(C)c4nc3n(Cc3ccco3)c2=N)cc1C,-33.7
Cc1ccc(S(=O)(=O)N2CCC(C(=O)N[C@H](C(=O)NCc3ccco3)C(C)C)CC2)cc1,-21.8
COc1ccc(-c2cc3nc(C)c(CCC(=O)NCc4ccco4)c(C)n3n2)c(OC)c1,-41.2
COC(=O)c1cc(Br)c(=O)n(CC(C)C)c1,18.8
CCC(C)(C)n1nnnc1C(c1ccccc1OC)N1CCSCC1 (stereo unspecified),-32.7
CCOC(=O)c1c(NC(=O)CSc2nnnn2-c2ccc3c(c2)OCO3)sc(C)c1C,25.0
Cc1onc(-c2ccccc2Cl)c1-c1nc(-c2ccccn2)no1,-26.6
Cc1ccc(NC(=O)CCNS(=O)(=O)c2ccc3c(c2)oc(=O)n3C)c(C)c1,38.3
O=C(CN1C(=O)C2CC=CCC2C1=O)NC1=NCCS1 (stereo unspecified),-8.1
CC(C)COc1ccc(-c2nnn(CC(=O)N3CCCC3)n2)cc1,-21.9
CN(C)c1ccc(CN(C(=O)COc2ccc(Br)cc2)C2CCS(=O)(=O)C2)cc1 (stereo unspecified),-3.1
Cc1ccc(-n2ncc3c(=O)n(CC(=O)NC4CCCC4)cnc32)cc1C,-1.0
Cc1cccc(OCc2nnc(SCc3nc4cc(C(F)(F)F)ccc4c(=O)[nH]3)o2)c1,13.0
Cc1nc(CC(=O)N2CCN(S(=O)(=O)c3ccccc3C#N)CC2)cs1,-5.5
CC(c1ccccc1)C1C(C#N)=C(N)OC2=C1C(=O)CC(C)(C)C2 (stereo unspecified),-3.4
CCCCC(=O)Nc1cccc(-c2cn3ccsc3n2)c1,1.1
Cn1c(=O)n(C)c2cc(/C=N/n3cnnc3)ccc21,-21.5
Cc1ccc(-n2c(SCC(=O)NCc3ccco3)nnc2-c2cccnc2)c(C)c1,-14.6
CCc1nnc(NC(=O)c2ccc(S(=O)(=O)N(CC)Cc3ccccc3)cc2)o1,3.8
C=CCc1cc(OC)ccc1OCC(O)CN1CCN(c2ccc(OC)cc2)CC1 (stereo unspecified),-30.1
Cc1onc(-c2ccccc2)c1C(=O)NC(C)C1CCCO1 (stereo unspecified),-40.3
O=C(COC(=O)c1ccco1)NCC1CCCO1 (stereo unspecified),-0.6
COc1ccc(OCC(=O)N2CCN(C(=O)COc3ccc(Br)cc3)CC2)cc1,11.2
O=C(CCn1nnc2ccccc21)N1CCN(c2ccccc2)CC1,24.3
O=C(Nc1ccon1)c1ccc(Br)o1,-4.9
CCCn1c(SCC(=O)N2CCCc3ccccc32)nnc1-c1ccco1,-4.7
CCOC(=O)Cc1csc(NC(=O)c2cccs2)n1,18.1
O=S(=O)(c1ccccc1)c1nc(-c2ccco2)oc1NCc1ccco1,-4.0
CCOC(=O)N1CCN(C(=O)C2CCC(CNS(=O)(=O)c3ccc(Cl)cc3)CC2)CC1 (stereo unspecified),-43.6
COCCn1c(C)cc2c(c1=O)C(c1ccccc1F)C(C#N)=C(N)O2 (stereo unspecified),-10.6

Not all compounds are listed; the hit share may differ from the screen's.
